Pf apPOL inh = Pf-apPOL DNA polymerase inhibition; 210,000 compounds, 0.25% hits; inhibition, % at 10 µM; AID 1794808; Recombinant Pf-apPOL, molecular beacon fluorescence, 1.5 h
mHTT-CaM PPI inh = disrupts binding of mutant huntingtin to calmodulin | P42858 | AlphaScreen His-mHTT/GST-CaM binding, luminescence | inhibition, % at 15 µM | 190,000 compounds, 3.6% hits | AID 1671202;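 further: 0% = both proteins with DMSO and 100% = one protein alone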
* hit, by the source's call; i = inactive; . = not tested or not shown; & = joins results of further samples; ! = not active in a repeat. No stated cut-off is given here; in the data, active means inhibition above about 50%; inactive means the rest. Some of the compounds tested; rates above refer to the full screens.

1	COc1ccc(N2CCN(C(=O)CSc3cc(C)nc(-c4cccnc4)n3)CC2)cc1
2	CCN(CC)S(=O)(=O)c1cc(C(=O)NC2CCCCC2)ccc1C
3	O=C1OC(c2ccc([N+](=O)[O-])cc2Cl)=N/C1=C\c1ccc(F)cc1
4	COc1ccc(N(C)C(C)=O)cc1
5	O=c1[nH]c2ccc(S(=O)(=O)N3CCc4ccccc43)cc2[nH]c1=O
6	COc1ccccc1CC(=O)NCCCc1ccccc1

Assay by compound | 1 | 2 | 3 | 4 | 5 | 6
Pf apPOL inh | 2 | -7 | -4 | -2 | -22 | -10
mHTT-CaM PPI inh | -5 | -9 | -1 | 5 | 3 | -1

7	CCCC[C@H]1COCCS(=O)(=O)N1Cc1cccc([N+](=O)[O-])c1
8	CCc1ccc(CNC(=O)C2CCN(c3cc(=O)n(C)c(=O)n3C)CC2)cc1
9	O=C1OC(c2ccccc2Cl)=N/C1=C\c1ccccc1Br
10	CCCNC(=O)N1CCn2cccc2C1C (centres undefined)
11	CS(=O)(=O)N1CCN(c2ccc(Nc3cccnc3)nn2)CC1
12	O=C(c1cn(-c2ccc(Cl)cc2)c(=O)c2ccccc12)N1CCN(c2ccccc2F)CC1

Assay by compound | 7 | 8 | 9 | 10 | 11 | 12
Pf apPOL inh | -2 | -4 | -3 | -6 | 2 | -2
mHTT-CaM PPI inh | -1 | 37 | 9 | 7 | -6 | -1

13	COc1ccc(C=C2Oc3c(CN(C)C)c(O)cc(C)c3C2=O)c(OC)c1OC
14	CCOc1ccccc1NC(=O)Cn1nc(NC)c(-c2nc(-c3ccccc3)no2)c1N
15	COCCCNC(=O)C1CCN(c2cncnc2N2CCN(C)CC2)CC1
16	O=C(NCC1CCN(C(=O)c2ccccc2F)CC1)NC(c1ccccc1)c1ccccc1
17	Cc1nn(-c2ccccc2)c2nc(N3CCC(NC(=O)c4ccccc4)CC3)sc12
18	Cc1ccccc1C(=O)Nc1cccc(C)c1-c1nc2ncccc2o1

Assay by compound | 13 | 14 | 15 | 16 | 17 | 18
Pf apPOL inh | -5 | 3 | -3 | -6 | -2 | 2
mHTT-CaM PPI inh | 0 | 5 | 1 | 19 | 0 | -1

19	CCOc1ccc(C(=O)Nc2cc(C)ns2)cc1
20	CCOC(=O)COc1ccc2c(=O)c(-c3ccc(OC)c(OC)c3)c(C(F)(F)F)oc2c1
21	COc1ccc(CNC(CO)C23CC4CC(CC(C4)C2)C3)cc1 (centres undefined)
22	CC1=C(C(=O)Nc2ccc(C)cc2C)C(c2ccc(Cl)cc2)n2ncnc2N1 (centres undefined)
23	O=C(NCc1ccccn1)C1CN(C(=O)c2ccncc2)CC12CCCCC2 (centres undefined)
24	CNc1ccc(C(=O)N2CCOC(COc3ccc4c(c3)CCCC4)C2)cc1 (centres undefined)

Assay by compound | 19 | 20 | 21 | 22 | 23 | 24
Pf apPOL inh | -14 | -7 | 0 | -1 | -6 | -7
mHTT-CaM PPI inh | -12 | -4 | -7 | 19 | -3 | 52*

25	Cc1ccc(C2CC(c3cccc(F)c3)=NN2C(=O)CN2CCOCC2)cc1 (centres undefined)
26	C=CCN1C(=O)C(CC(=O)Nc2ccc(Cl)cc2)SC1=Nc1ccc(O)cc1 (centres undefined)
27	COc1ncnc2c1sc1nc(N3CCOCC3)c3c(c12)CCCC3
28	O=C(NCc1cccc(F)c1)C1CCc2sc(C(=O)N3CCCCC3)cc2C1 (centres undefined)
29	O=C(NCCC1=CCCCC1)c1ccc2snnc2c1
30	Fc1ccc(-c2csc(-c3cccnc3)n2)cc1

Assay by compound | 25 | 26 | 27 | 28 | 29 | 30
Pf apPOL inh | -8 | -12 | -3 | 7 | -10 | -13
mHTT-CaM PPI inh | 68* | 31 | -4 | -3 | 4 | -11

Screen by screen, from the results shown:
mHTT-CaM PPI inh for entries 25 to 30, in order: 68*, 31, -4, -3, 4, -11
Pf apPOL inh for entries 25 to 30, in order: -8, -12, -3, 7, -10, -13

(next part)
31	O=C(Nc1cc(F)ccc1F)c1ccccc1Br
32	O=C(Cn1nc(-n2cccn2)ccc1=O)Nc1ccc(-c2ccc(=O)[nH]n2)cc1
33	c1ccc(OCCCN2CCOCC2)cc1
34	O=C(Nc1ccc(-c2cnc(-c3ccc(NC(=O)C4CC4)cc3)nc2)cc1)C1CC1
35	C(=C1CCCC2C(c3ccccc3)C3=C(CCCC3)OC12N1CCCC1)c1ccccc1 (centres undefined)
36	Clc1ccc2nsnc2c1NC1=NCCN1

Assay by compound | 31 | 32 | 33 | 34 | 35 | 36
Pf apPOL inh | -1 | 5 | -4 | -5 | -2 | 7
mHTT-CaM PPI inh | -4 | -10 | -10 | 1 | . | .

37	Cc1cc(C)n(S(=O)(=O)c2cc(Br)ccc2Br)n1
38	COc1ccccc1NC(=O)C1=C(C)Nc2nc3ccccc3n2C1c1ccncc1 (centres undefined)
39	CCOC(=O)COc1ccc2c(=O)c(Oc3ccccc3OCC)c(C)oc2c1
40	CCC(=O)N1CCN(c2ccccc2Cl)C(=O)C1C (centres undefined)
41	CC(C)CN(CC(C)C)C(=O)Nc1ccccc1C(F)(F)F
42	O=C1C(=Cc2ccsc2)N2CCC1CC2

Assay by compound | 37 | 38 | 39 | 40 | 41 | 42
Pf apPOL inh | 5 | 3 | -4 | 0 | 1 | -3
mHTT-CaM PPI inh | 0 | 5 | 4 | -2 | -10 | .

43	N#CC(C#N)=C(SCc1c(F)cccc1Cl)SCc1c(F)cccc1Cl
44	CC(=O)N1c2ccc(S(=O)(=O)NCCOc3ccc(F)cc3)cc2CC1C (centres undefined)
45	CC(C)c1cc(C2CCCN2C(=O)Nc2ccc(F)c(Cl)c2)no1 (centres undefined)
46	CNC(=S)NNC(=O)c1sc2nnc(-c3ccccc3)c(-c3ccccc3)c2c1N
47	CCN(CC)CCNC(=O)c1ccc(NS(C)(=O)=O)cc1
48	O=C(Nc1cccnc1)C1CCc2nc(N3CCCCC3)ncc2C1 (centres undefined)

Assay by compound | 43 | 44 | 45 | 46 | 47 | 48
Pf apPOL inh | 72*! | -8 | -1 | 0 | -10 | 0
mHTT-CaM PPI inh | . | -16 | 7 | . | . | -7

Full records as entered above. Screens in order: Pf apPOL inh, mHTT-CaM PPI inh
Record of O=C(Nc1cc(F)ccc1F)c1ccccc1Br = -1, -4
Record of CC(=O)N1c2ccc(S(=O)(=O)NCCOc3ccc(F)cc3)cc2CC1C (centres undefined) = -8, -16

Following part.
49	COc1ccc(C2=N/C(=C\c3ccco3)C(=O)O2)c(Cl)c1
50	Cc1cccc(-n2nc(C)c3sc(N4CCC(NC(=O)c5cccnc5)CC4)nc32)c1
51	Cc1n[nH]c(C)c1Sc1ccccc1N=Cc1cccs1
52	O=C(c1cc(-c2ccc(F)cc2)on1)N1CCCC1c1ccccc1F (centres undefined)
53	COc1ccc(CC(=O)Nc2cccc(F)c2)cc1
54	c1ccc(-c2ccccc2-c2ccccc2)cc1

Assay by compound | 49 | 50 | 51 | 52 | 53 | 54
Pf apPOL inh | -1 | -8 | -5 | -2 | 0 | -19
mHTT-CaM PPI inh | -4 | 2 | 12 | -2 | -11 | .

55	COc1ccc(C2CC(c3ccccc3F)=NN2C(=O)CN2CCOCC2)cc1 (centres undefined)
56	N#Cc1c(Nc2ccc([N+](=O)[O-])cc2[N+](=O)[O-])sc2c1CCC2
57	O=C(Nc1ccc([N+](=O)[O-])cc1NC(=O)C1CCCCC1)C1CCCCC1
58	O=C(Nc1cc(-c2cccs2)no1)c1cccc(F)c1
59	CCCC(=O)Nc1cccc(NC(=O)COc2ccccc2C)c1
60	O=C(c1ccco1)N1CCC(Cc2nnc(-c3ccccc3)o2)CC1

Assay by compound | 55 | 56 | 57 | 58 | 59 | 60
Pf apPOL inh | -2 | . | -6 | -2 | -8 | 2
mHTT-CaM PPI inh | 50* | 25 | 1 | -16 | -6 | 2

Among those listed so far, these contain an aryl thioether with sulfur outside any ring.
1	COc1ccc(N2CCN(C(=O)CSc3cc(C)nc(-c4cccnc4)n3)CC2)cc1
51	Cc1n[nH]c(C)c1Sc1ccccc1N=Cc1cccs1

Assay by compound | 1 | 51
Pf apPOL inh | 2 | -5
mHTT-CaM PPI inh | -5 | 12

(more compounds)
61	COc1ccc(NC(=O)c2cn(C)c(=O)c3c2c2ccccc2n3C)c(OC)c1
62	COc1ccc(CNC(=O)C2CCCN(C(=O)c3ccc(F)c(F)c3)C2)cc1 (centres undefined)
63	COc1cccc(Nc2ncnc3c2cnn3-c2ccccc2)c1
64	CCn1c(CCNC(=O)c2ccccc2)nc2c(C)cccc2c1=O
65	CN(C)c1ncncc1N1CCC(C(=O)N2CCN(c3ccccc3F)CC2)CC1
66	Cc1ccc(NC(=O)CCCn2nc([N+](=O)[O-])c(Br)c2C)cc1

Assay by compound | 61 | 62 | 63 | 64 | 65 | 66
Pf apPOL inh | -1 | -6 | -2 | -6 | -2 | -6
mHTT-CaM PPI inh | 27 | 5 | 2 | 24 | -3 | 0

67	O=c1oc2ccc(Cl)cc2cc1-c1nc2ccccc2[nH]1
68	Cc1ccc(SC[C@H](C)CN2CC[C@H](O)CCC2=O)cc1
69	O=C(c1cccs1)N1CCCN(c2ncnc3scc(-c4ccccc4)c23)CC1
70	CCOC(=O)c1c(Nc2ccc(Br)cc2C)n[nH]c1C
71	CCN1CCN(c2cc(Oc3ccccc3C)ncn2)CC1
72	CCOc1ccc(C2C3=C(CCCC3=O)Nc3nc(C(F)(F)F)nn32)cc1OC (centres undefined)

Assay by compound | 67 | 68 | 69 | 70 | 71 | 72
Pf apPOL inh | 0 | -5 | 3&6 | -2 | -5 | -9
mHTT-CaM PPI inh | -4 | 0 | . | . | -2 | -3

73	Cc1[nH]nc2c1C(c1ccccc1C(F)(F)F)CC(=O)N2 (centres undefined)
74	COCC1CCN(C(=O)c2cccnc2N2CCNC(c3ccccc3)C2)CC1 (centres undefined)
75	COc1ccc(C2C3=C(CCCC3=O)Nc3nc(SC)nn32)cc1Br (centres undefined)
76	COc1ccc(C(=O)Nc2c3c(nn2-c2ccc(C)cc2)CS(=O)(=O)C3)cc1OC
77	O=C(c1ccc(Br)o1)N1CCC(c2cnn(-c3cccc(F)c3)c2)CC1
78	Brc1ccc(C2=N[C@@H](Cc3ccccc3)CO2)cc1

Assay by compound | 73 | 74 | 75 | 76 | 77 | 78
Pf apPOL inh | 2 | 4 | 0 | -4 | -4 | -2
mHTT-CaM PPI inh | 1 | -1 | -3 | 9 | 24 | -54

79	COc1cccc(-c2noc(C3CCCN3C(=O)Nc3ccccc3F)n2)c1 (centres undefined)
80	C=C(C)COc1ccc2c(c1)OC(=Cc1cc(Cl)cc3c1OCOC3)C2=O
81	COc1ccc(OCCNC(=O)c2ccc(Br)cc2)cc1
82	COc1ccc(OC)c(NC(=O)c2oc(=O)c3ccccc3c2-c2ccc(C)cc2)c1
83	COc1ccc(OC)c(C=Nc2sc3c(c2C#N)CCCC3)c1
84	CS(=O)(=O)N1CCN(C(=O)c2cc(-c3cccs3)[nH]n2)CC1

Assay by compound | 79 | 80 | 81 | 82 | 83 | 84
Pf apPOL inh | -1 | -4 | -8 | 3 | 0 | -3
mHTT-CaM PPI inh | -3 | -5 | -2 | 11 | 3 | -12

85	Cc1ccc(Cc2c(C)nc(C)nc2N2CCN(C(=O)c3ccccc3)CC2)cc1
86	Cc1oc(C2CCN(C(=O)NCc3ccccc3)CC2)nc1C(=O)N1CCCC1
87	Cc1c(C(=O)Nc2cccc(Br)c2)cccc1[N+](=O)[O-]
88	O=C(O/N=C1\C=CC(=O)C2C3C=CC(C3)C12)c1ccccc1 (centres undefined)
89	Cn1c(Br)nc([N+](=O)[O-])c1Br
90	CC(=O)OC(C)C1CCC2C3CC[C@@H]4CC(=O)CCC4(C)C3CCC12C (some centres undefined)

Assay by compound | 85 | 86 | 87 | 88 | 89 | 90
Pf apPOL inh | 3 | -7 | 1 | 1 | . | -8
mHTT-CaM PPI inh | 11 | -4 | 3 | i | 3 | .

91	CCOc1ccc(NC(=O)CC2Sc3ccc(C(F)(F)F)cc3NC2=O)c([N+](=O)[O-])c1 (centres undefined)
92	CC1CN2C=NC(N3CCN(C(=O)Nc4cc(F)cc(F)c4)CC3)=CC2=N1 (centres undefined)
93	COc1ccc(OC)c(NC(=O)CN(C)S(=O)(=O)c2ccc(Cl)cc2)c1
94	CN(C)C(=O)c1cc2c(s1)CCC(C(=O)Nc1cccc(Cl)c1)C2 (centres undefined)
95	CCCC(C)NC(=O)c1ccc(Cl)c(Cl)c1 (centres undefined)
96	CCCSc1nc(C)cc(COC)c1C#N
97	Cc1cc(=O)n(CC(=O)Nc2ccncc2)cn1
98	N#Cc1cccc(N=c2oc3ccccc3cc2C(N)=O)c1
99	Cc1sc2c(=O)n(C3CC3)cnc2c1C(=O)NCc1cccc(Br)c1

Assay by compound | 91 | 92 | 93 | 94 | 95 | 96 | 97 | 98 | 99
Pf apPOL inh | -2 | -4 | -7 | -6 | -16 | -3 | -4 | 0 | 6
mHTT-CaM PPI inh | 1 | -6 | 7 | 2 | . | -45 | -11 | -3 | -3

Fetched by structure from above:
94	CN(C)C(=O)c1cc2c(s1)CCC(C(=O)Nc1cccc(Cl)c1)C2 (centres undefined)
91	CCOc1ccc(NC(=O)CC2Sc3ccc(C(F)(F)F)cc3NC2=O)c([N+](=O)[O-])c1 (centres undefined)
97	Cc1cc(=O)n(CC(=O)Nc2ccncc2)cn1
96	CCCSc1nc(C)cc(COC)c1C#N

Assay by compound | 94 | 91 | 97 | 96
Pf apPOL inh | -6 | -2 | -4 | -3
mHTT-CaM PPI inh | 2 | 1 | -11 | -45
